S1P4 ag: agonists of human S1P4 receptor. O95977. activation, % at 4.98 µM. S1P4-expressing cell line, agonist reporter assay. hit rate 0.35% among 220,000; in the data active = activation above about 11%;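 also: 0% = DMSO vehicle and 100% = reference agonist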
Target sequence (O95977 whole entry, looked up): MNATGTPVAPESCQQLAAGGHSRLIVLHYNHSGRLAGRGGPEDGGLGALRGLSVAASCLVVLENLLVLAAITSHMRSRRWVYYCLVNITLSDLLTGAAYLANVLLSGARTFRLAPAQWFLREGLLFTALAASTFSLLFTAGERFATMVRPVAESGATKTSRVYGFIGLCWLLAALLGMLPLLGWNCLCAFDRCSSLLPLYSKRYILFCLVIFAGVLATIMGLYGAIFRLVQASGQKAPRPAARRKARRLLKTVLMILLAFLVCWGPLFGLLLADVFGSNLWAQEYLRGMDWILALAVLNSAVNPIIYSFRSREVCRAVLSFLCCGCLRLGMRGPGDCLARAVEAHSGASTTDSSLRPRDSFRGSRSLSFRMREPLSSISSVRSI
BaF3 tox: counter-screen for JAK2V617F inhibitors: parental Ba/F3 viability inhibitors; inhibition, % at 5.6 µM; CellTiter-Glo ATP luminescence; hit rate 1.1% among 220,000; AID 1486;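 active = inhibition above a per-campaign cutoff, the mean inhibition of all tested compounds plus 3 SD, cut at about 27% in these data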;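 also: 0% = DMSO wells and 100% = JAK Inhibitor I control wells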
RBBP9 inhibitor: inhibitors of human serine hydrolase RBBP9 | inhibition, % at 7.94 µM | recombinant RBBP9, FP-Rh probe fluorescence polarization | hit rate 0.2% among 220,000 | AID 1515 | O75884;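 active = inhibition above the campaign mean of all tested compounds plus 3 SD, cut at about 14% in these data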;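 also: plate controls were DMSO wells with RBBP9 for no effect and wells lacking RBBP9 protein for full effect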
Target sequence (O75884 whole entry, looked up): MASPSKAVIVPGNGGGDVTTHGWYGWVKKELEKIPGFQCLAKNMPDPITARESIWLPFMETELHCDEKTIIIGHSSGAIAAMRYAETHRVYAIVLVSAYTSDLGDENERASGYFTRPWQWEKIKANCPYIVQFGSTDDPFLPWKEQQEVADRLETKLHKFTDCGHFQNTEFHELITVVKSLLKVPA
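Test system: recombinant human RBBP9; Timing: 30 min then 45 min, 25 °C; Detection: fluorescence polarization; Control set: RBBP9 with DMSO as uninhibited control, no-protein wells as full inhibition; Compound dosing: one concentration, 7.94 µM nominal, 0.794% DMSO; Probe or stimulus: FP-Rh activity-based probe, 375 nM before mixing.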
NPY-Y1 antag: NPY-Y1 (human) receptor antagonism; HEK293-CNG Y1 cells, membrane potential fluorescence; NPY at EC95, then isoproterenol; inhibition, % at 3.6 µM; hit rate 1% among 200,000;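 active = inhibition above the campaign mean inhibition of all tested compounds plus 3 SD, cut at about 20% in these data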;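 also: 0% = DMSO wells given NPY plus isoproterenol and 100% = isoproterenol alone without NPY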
Target sequence (P25929 whole entry, looked up): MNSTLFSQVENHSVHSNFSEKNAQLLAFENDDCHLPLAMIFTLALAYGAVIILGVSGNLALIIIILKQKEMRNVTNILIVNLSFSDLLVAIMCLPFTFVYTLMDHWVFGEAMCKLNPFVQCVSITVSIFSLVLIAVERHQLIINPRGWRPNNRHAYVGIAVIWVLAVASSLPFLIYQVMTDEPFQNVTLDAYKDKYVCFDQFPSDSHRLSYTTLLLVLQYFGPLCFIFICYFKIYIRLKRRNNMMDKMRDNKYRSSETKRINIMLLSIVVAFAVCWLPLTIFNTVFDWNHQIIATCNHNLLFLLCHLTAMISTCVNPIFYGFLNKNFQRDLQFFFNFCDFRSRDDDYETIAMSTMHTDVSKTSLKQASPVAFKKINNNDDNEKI
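System: HEK293 cells with Y1 receptor plus CNG channel / Probe or stimulus: NPY 25 nM then isoproterenol 1 µM plus Ro 20-1724 25 µM / Compound: one concentration, 3.6 µM, in 0.4% DMSO / Schedule: compound incubation 1 h at room temperature, readout 45 min post-stimulation / Measured by: membrane potential fluorescence / Read-out: % inhibition of NPY effect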
S1P4 antag: blocks the human S1P4 receptor | O95977 | S1P4-expressing cells, antagonist mode, reporter read-out | inhibition, % at 4.98 µM | hit rate 0.26% among 220,000 | AID 1510; in the data active = inhibition above about 29%;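 also: 0% = wells stimulated with agonist and 100% = vehicle wells without agonist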
Runt-CBFb FRET: Runt domain-CBFb interaction inhibition; Q01196+Q13951; Cerulean-Runt/Venus-CBFb FRET ratio 530/480, 1 h; inhibition, % at 20 µM; hit rate 0.46% among 220,000;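 active = inhibition over about 50% at 20 µM in the single-dose screen, limit read from the data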;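 also: 0% = DMSO wells and 100% = excess unlabeled CBFb competitor control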
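Schedule: protein complex preformed 1 h, compound exposure 1 h, room temperature, dark; test system: Cerulean-labeled Runt domain protein; amount: 100 nM per protein; buffer or medium: Tris 50 mM pH 7.5, KCl, K2SO4, 0.01% BSA; read-out: loss of energy transfer signal; detection: FRET fluorescence; controls: 5 µM unlabeled CBFb as full-inhibition high control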
NPY1 pot ag: potentiates or activates human NPY-Y1 receptor; activation, % at 3.6 µM; hit rate 0.37% among 220,000; NPY-Y1 expressing cells, potentiator/agonist activation; P25929; in the data active = activation above about 33%, passing the limit was not always enough;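 also: cells stimulated with NPY at EC10 then isoproterenol at EC100; 0% = low agonist plus stimulus and 100% = saturating agonist plus stimulus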
Ba/F3 V617F tox: loss of viability in JAK2V617F-driven Ba/F3 cells. Ba/F3 EpoR-JAK2V617F viability, ATP luminescence. inhibition, % at 5.6 µM. hit rate 1.1% among 220,000;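 active = inhibition above the campaign mean plus 3 SD over all tested compounds, cut at about 24% in these data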;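 also: cytokine-independent growth of Ba/F3 cells driven by EpoR plus mutant JAK2; 0% = DMSO-treated cells and 100% = JAK inhibitor I control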
NPY-Y2 PAM-ag: human NPY-Y2 potentiation or agonism, primary screen. P49146. cells expressing NPY-Y2, potentiator/agonist read-out. activation, % at 3.6 µM. hit rate 0.45% among 220,000. AID 1359; in the data active = activation above about 27%;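 also: cells stimulated with NPY near EC25 plus isoproterenol at EC100; 0% = vehicle plus submaximal agonist and 100% = vehicle plus saturating agonist; some results beyond the cut were filed as inactive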
An asterisk follows results filed as active; x = no result given.

SMILES	S1P4 ag	BaF3 tox	RBBP9 inhibitor	NPY-Y1 antag	S1P4 antag	Runt-CBFb FRET	NPY1 pot ag	Ba/F3 V617F tox	NPY-Y2 PAM-ag
COc1cc2c(cc1NC(=O)C(C)Sc1cccc[n+]1[O-])oc1ccccc12 (centres undefined)	0.9	0.3	0.7	-3.6	-11.6	-3.4	-8.6	-0.1	4.6
CCCS(=O)(=O)C(=C1NCCO1)S(=O)(=O)CCC	-1.1	-2.5	5.2	4.9	-7.6	0.3	3.2	-4.8	13.2
CCOc1cc(CNCCc2ccc(S(N)(=O)=O)cc2)ccc1OCC(=O)NC(C)(C)C	-3.0	-1.6	-6.7	4.8	-15.9	0.1	-3.0	-4.2	11.7
COc1ccc(OCC(=O)N2CCN(c3nnc(-c4ccccc4)c4ccccc34)CC2)cc1	-0.2	5.0	0.7	2.7	9.4	-0.9	-18.4	0.7	-10.8
O=C(CCNC(=O)c1ccccc1Cl)Nc1nc(-c2ccc3ccccc3c2)cs1	-0.3	2.7	-12.8	0.3	-31.5	-2.7	12.0	1.8	18.0
COc1ccccc1N1CCN(C(=O)c2oc3ccc(Br)cc3c2C)CC1	0.0	4.3	-4.4	-2.1	-8.1	-8.2	-2.0	1.2	11.1
O=C(NC1CCCCC1)C(c1cccs1)N(Cc1cccs1)C(=O)c1ccco1 (centres undefined)	1.1	7.0	-7.0	46.6*	-20.4	0.3	-24.5	2.7	-20.5
CCOC(=O)CSc1nc2ccccc2n1CC(=O)NC(C)(C)C	0.8	-0.2	-5.3	4.8	0.5	0.0	-10.1	-1.1	9.5
COc1cccc(N2C(=O)Nc3ccccc3C2(O)C(=O)NCc2ccc3c(c2)OCO3)c1 (centres undefined)	-0.8	11.2	0.8	3.9	-7.8	1.1	-0.4	3.4	-2.7
COc1cccc(NC(=O)CN2CCN(S(=O)(=O)c3ccc(F)cc3)CC2)c1	-2.0	4.8	-5.6	-2.1	-16.2	0.5	-6.5	-1.8	-5.2
O=C(COc1ccc(Br)cc1)Nc1ccncc1	1.5	1.7	-9.6	2.4	-13.5	3.3	1.8	-3.6	5.9
CC(=O)N1CCC(=NNc2ccnc3cc(Cl)ccc23)CC1	2.9	0.8	-6.3	-1.8	-18.7	-0.4	16.5	-0.5	25.4
CCN1CCN(c2ccc(S(=O)(=O)N3CCCC3)cn2)CC1	1.6	6.5	-7.9	0.8	-15.9	2.0	7.4	0.4	12.9
O=C(CSc1ncnc2c1nnn2-c1ccc(F)cc1)N1CCN(c2ccccc2)CC1	-2.2	8.9	-6.6	11.3	-4.9	x	10.0	5.2	-23.4
CCn1c(C)nc2cc(C(=O)NNS(=O)(=O)c3cc(Br)ccc3Br)ccc21	-1.0	-2.6	-2.5	x	6.8	0.4	-5.4	-4.1	-8.8
O=C(N/N=C/c1cccc([N+](=O)[O-])c1)c1cc(-c2ccccc2)nc2ccccc12	-0.6	4.2	-7.4	1.6	-26.6	-1.1	-22.5	-2.2	11.1
Cc1cc(C)n2nc(-c3ccsc3-n3c(C)ccc3C)cc2n1	-1.6	4.5	-1.9	11.2	-20.7	6.0	-25.0	-3.5	-11.0
Brc1ccc(-c2csc(-c3ccncc3)n2)cc1	0.3	1.2	-1.7	-5.5	0.2	-9.2	2.6	-2.9	1.2
O=C(COC(=O)c1c2c(nc3ccccc13)/C(=C\c1cccs1)CCC2)Nc1ccccc1Cl	-0.2	6.9	-4.5	7.5	-11.1	8.2	-2.4	2.8	-5.8
Cc1ccc(OCC(=O)N(C)CC(=O)Nc2ccc(F)cc2)c([N+](=O)[O-])n1	1.2	-1.0	-1.1	-4.6	0.5	-2.6	-4.7	-1.2	-3.5

Ordered by formula weight (largest number first): part of the list above
SMILES	S1P4 ag	BaF3 tox	RBBP9 inhibitor	NPY-Y1 antag	S1P4 antag	Runt-CBFb FRET	NPY1 pot ag	Ba/F3 V617F tox	NPY-Y2 PAM-ag
O=C(NC1CCCCC1)C(c1cccs1)N(Cc1cccs1)C(=O)c1ccco1 (centres undefined)	1.1	7.0	-7.0	46.6*	-20.4	0.3	-24.5	2.7	-20.5
O=C(N/N=C/c1cccc([N+](=O)[O-])c1)c1cc(-c2ccccc2)nc2ccccc12	-0.6	4.2	-7.4	1.6	-26.6	-1.1	-22.5	-2.2	11.1
Cc1cc(C)n2nc(-c3ccsc3-n3c(C)ccc3C)cc2n1	-1.6	4.5	-1.9	11.2	-20.7	6.0	-25.0	-3.5	-11.0

The listing continues.
SMILES	S1P4 ag	BaF3 tox	RBBP9 inhibitor	NPY-Y1 antag	S1P4 antag	Runt-CBFb FRET	NPY1 pot ag	Ba/F3 V617F tox	NPY-Y2 PAM-ag
Cc1nnc(NC(=O)C2COc3ccccc3O2)s1 (centres undefined)	-1.0	-0.2	-5.6	0.8	-18.6	0.0	17.3	-6.9	1.5
Cc1cc(C)nc(-n2nc(C)c(Oc3ccccc3O)c2C)n1	1.3	6.3	-5.2	4.3	-5.9	-2.4	0.7	1.6	-3.1
COc1ccc(C(=O)Nn2cc3c(c2-c2ccccc2)c(=O)n(C)c(=O)n3C)cc1	2.0	1.4	3.3	0.4	3.0	-0.2	-1.4	-1.6	-2.6
Fc1ccc(-c2nnc(NC3=NCCCCC3)o2)cc1	0.4	11.3	-5.8	-5.1	7.6	-0.2	-4.9	10.5	-6.0
Cc1csc(SCC(=O)Nc2cc(S(=O)(=O)N3CCCC3)ccc2Cl)n1	0.1	4.7	-9.7	-0.2	1.2	-3.0	1.5	0.2	-9.3
O=C(CSCc1ccco1)Nc1cc(C(F)(F)F)ccc1N1CCOCC1	1.6	7.7	-2.2	13.8	22.6	6.3	-18.9	2.6	-6.3
CCN1C(=O)C2(SC(NC(C)=O)=NN2C(C)=O)c2cc(C)ccc21 (centres undefined)	0.1	4.2	-7.3	2.3	-5.4	-0.2	-8.5	2.3	1.6
O=C(Nc1ccc2c(c1)CCC2)c1cccc(F)c1	-0.5	2.0	1.4	4.2	-8.7	-2.5	2.2	-1.6	2.4
O=C1c2ccccc2C(=O)N1Cc1nc(-c2cccnc2)no1	-0.4	-0.1	-9.2	-0.8	-19.0	x	1.5	-2.8	-5.5
CCCc1ccc(OCc2ccc(C(=O)OC)o2)c(OC)c1	-0.1	1.6	1.1	0.1	-11.3	-0.9	10.1	2.2	1.4
CC(=O)Nc1ccc2nc(-c3cccs3)[nH]c2c1	0.7	7.3	-5.8	-1.5	8.5	-0.6	-7.4	0.9	-5.9
O=C(COc1ncnc2ccccc12)N1CCN(C(=O)c2ccco2)CC1	-1.3	1.2	2.6	-5.5	5.1	-1.5	7.1	-6.0	12.7
COc1ccc(CNc2nc3ccccc3n2Cc2ccc(Cl)cc2)cc1OC	0.3	8.1	-4.8	2.1	-8.4	-2.4	-16.7	1.3	4.2
COc1ccccc1CNCc1cc(OC)c(OC)cc1OC	-0.3	1.0	3.0	-1.9	-6.5	0.0	0.8	-2.2	3.9
COc1ccccc1NC(=O)Cn1nc(C(F)(F)F)c2c1CCCC2	-0.1	2.0	-2.8	4.8	10.2	-1.6	-13.3	-1.6	-6.2
N#Cc1c(N)nc2c(c1-c1cccc(O)c1)CCCCCC2	0.9	-2.1	-4.3	-7.7	-6.6	1.3	21.2	-1.8	18.2
Cc1ccc2c(c1)CCCN2C(=O)c1c(C)noc1C	0.2	-1.7	-2.5	-1.8	-8.4	2.0	-18.2	-1.9	-12.5
Cc1cc(NC(=O)NC(=O)c2cccc(OC(F)(F)C(F)F)c2)n[nH]1	0.4	1.0	-9.2	3.6	-6.3	1.7	-10.9	-4.5	6.9
O=C(C1CCOCC1)N1CCC(CO)(CCc2ccccc2)CC1	-0.2	1.8	-2.0	3.3	8.7	1.5	4.8	1.9	11.1
CC1CCN(c2nc3nonc3nc2N2CCC(C)CC2)CC1	3.4	1.5	-0.3	4.1	-7.8	0.6	-5.6	-0.3	4.9
CC(=O)N1CCc2ccc(S(=O)(=O)Nc3ccccc3Cl)cc21	0.8	13.2	6.2	-1.9	-0.4	1.7	-8.9	1.1	0.7
Cc1nn(C(C)(C)C)c(OC(=O)c2ccc3c(c2)OCO3)c1Sc1ccccc1	0.1	0.9	-4.0	47.7*	13.0	0.0	-33.5	0.1	-25.9
O=C(c1nc2nc(-c3ccccc3)cc(C(F)(F)F)n2n1)N1CCCCC1	2.6	3.7	-5.9	5.8	-8.0	1.5	2.8	0.7	-3.6
CCOC(=O)CSCC(=O)N1N=C(c2cccs2)CC1c1ccc(F)cc1 (centres undefined)	-0.5	1.2	-7.0	-1.5	-16.2	-0.5	5.5	-5.9	1.4
CCCCN(C(=O)CSc1nnc(Nc2ccc(C)c(C)c2)s1)c1c(N)n(Cc2ccccc2)c(=O)[nH]c1=O	-2.5	3.3	-3.4	2.5	-13.8	-1.2	-6.2	-2.4	-2.8
CCOc1ccc(Cc2nn[nH]n2)cc1	1.8	4.2	8.0	9.5	-13.4	1.0	2.8	-0.8	-16.2
C=CCn1c(NCc2cc(C)ccc2O)nc2ccccc21	-2.0	4.2	-5.2	-2.0	-14.6	2.2	3.7	-2.4	2.5
CC(C)(CO)Nc1nc(Nc2ccccc2)nc(Nc2ccccc2)n1	1.2	3.4	-11.2	1.6	1.4	-1.7	-9.4	4.1	-4.6
COc1cccc(N2CC(C(=O)Nc3c(C)cccc3C)CC2=O)c1 (centres undefined)	0.6	-1.6	-4.6	-2.1	-3.2	-1.6	-5.1	-4.3	5.4
Nc1cc(CN2C(=O)c3ccccc3C2=O)cc(Cl)c1O	-1.1	-3.3	-5.2	6.2	-10.9	7.7	-17.4	3.6	-8.6
Cc1noc(C)c1C(=O)NC(C)c1ccc(Cl)cc1Cl (centres undefined)	-0.4	10.9	-1.2	5.2	-6.2	1.5	-9.1	0.1	-1.5
CC(C)(C)c1ccc(-c2nnc(SCC(=O)O)n2N)cc1	-1.2	1.8	4.3	0.6	2.3	-2.2	19.3	0.2	9.5
CCOC(=O)/C(C#N)=C/c1ccc(OC(=O)c2ccco2)c(OCC)c1	1.6	6.7	-1.2	-0.9	-7.3	0.2	-28.0	-2.5	17.1
CC12CCC(C1)C(C)(C)C2OC(=O)c1ccccc1C(=O)O (centres undefined)	-0.1	-0.7	-3.0	x	3.2	2.2	16.6	-1.4	17.5
Cc1cccc(NC(=O)c2ccc(OC3CSC3)cc2)c1	1.3	-2.0	-3.8	-3.0	-17.6	-1.1	-4.0	-4.2	2.5
Cc1nc2nc(-c3ccc(Cl)cc3)cn2nc1C	1.7	8.1	-10.3	10.0	-24.6	61.3*	-3.0	2.8	-3.4
CC1(C)CC2(CC(C)(C(=O)CSc3nc4ccccc4s3)OC2=O)C(=O)O1 (centres undefined)	1.1	2.7	-2.9	-0.9	-12.1	x	34.8	1.7	2.9
O=C1/C(=C/c2ccccc2O)SC(=S)N1Cc1cccnc1	0.2	9.2	-8.1	2.0	-5.4	36.4	-4.3	1.6	2.6
COCc1ccc(CN2CCCC(CCC(=O)NCc3cccc(OC)c3)C2)o1 (centres undefined)	-0.4	-0.4	4.5	3.7	2.5	0.6	-0.5	-1.0	3.7
